BRCA1 expr act = increases BRCA1 expression; MCF7-BRCA1-FFLuc reporter, luminescence, 48 h; response scale: scaled: vehicle 0%, 10 µM genistein 100%; Potency, µM (series often up to 46.1 µM), inactives show at the highest dose activation, hits mostly activators; hit rate 1.1% among 380,000; AID 624202; also: potency is read from the fitted curve at half-maximal effect; nearly all actives have a fitted effect of over 80% in size; some results filed as inactive show a strong effect at the top dose
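Luminescence from a BRCA1-driven firefly luciferase in MCF7 cells was the read-out, taken 15 min after substrate addition following 48 h compound exposure at 37 °C. Data were normalized to a 10 microM genistein control and DMSO vehicle.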
ELG1 DNA repair = ELG1-dependent DNA repair inhibition; HEK293T ELG1-luciferase reporter, luminescence, 16 h; DNA damage induced by 5-fluorouridine; Potency, µM (doses to about 46.1 µM), without a hit: at the highest dose activity change, negative = inhibition, actives largely listed as inhibitors; hit rate 2.3% among 330,000; also: potency is read from the fitted curve at half-maximal effect; % is scaled to controls: 0 for no effect and ±100 for the full control effect; nearly all actives have a fitted effect of over 55% in size
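5-Fluorouridine DNA damage + compound/DMSO, 2,000 cells/well, 16 h, 37 °C/5% CO2. ONE-Glo, 30 min RT, luminescence. Readout = decrease in reporter signal.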
p53 reactivator = re-activators of mutant p53 | H1299 p53-A138V BP100-luciferase reporter, luminescence, 24 h | Potency, µM (highest dose often 92.2 µM), inactives show at the top dose activity change, positive = activation, hits mostly activators | hit rate 0.063% among 320,000; also: potency is read from the fitted curve at half-maximal effect; % of control where 0% means no effect; nearly all actives have a fitted effect of over 45% in size
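H1299 (p53-null), stable ts p53-A138V + BP100-Luc; 1000 cells/well, Opti-MEM/10% FBS; cpd 4 pt, 1:5; 24 h, 37 deg C, 5% CO2; detection reagent 10 min RT; luminescence.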
AT treatment = potential ataxia-telangiectasia treatments restoring KAP-1 phosphorylation; hit rate 0.19% among 320,000; AID 485349; Potency, µM (series often up to 57.5 µM), without a hit: at the highest dose activation, hits mostly activators; […] A-T fibroblasts, KAP-1 phosphorylation AlphaLISA; neocarzinostatin DNA damage 30 min before lysis; also: potency is read from the fitted curve at half-maximal effect; % of control where 0% means no effect; nearly all actives have a fitted effect of over 45% in size
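hTERT-immortalized A-T patient fibroblasts ([…]), 500 cells/well in OPTI-MEM, 1% FBS, got compounds for 60 min, then NCS for 30 min at 37C. Lysates were then assayed for phospho-KAP-1 by AlphaLISA (anti-pKAP1 donor, anti-KAP1 acceptor beads), 6 hr at 25C.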
a7 integrin act = activates integrin-mediated alleviation for muscular dystrophy; alpha7betagal myoblasts, beta-gal FDG fluorescence, 48 h; Potency, µM (doses to about 38.3 µM), for the others: at the top dose activation, most hits filed as activators; hit rate 0.064% among 350,000;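 also: potency is read from the fitted curve at half-maximal effect; 100% = response of the positive control SU9516; nearly all actives have a fitted effect of over 60% in size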
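Alpha7betagal+/- myoblasts (passage 13) were plated 16-24 hr, then exposed to compounds (1:260 dilution of DMSO stock) for 48 hours at 37C. After MPER lysis, β-galactosidase reporter activity was read as FDG fluorescence (ex 480/em 540) after 30 minutes.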
B2AR arrestin = recruits beta-arrestin to the human beta2-adrenergic receptor. beta-arrestin recruitment to beta2AR, cell-based reporter. Potency, µM (highest dose often 46.1 µM), for inactives: at the highest dose activation, usual class: activators. hit rate 0.02% among 330,000;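 also: potency is read from the fitted curve at half-maximal effect; 0% = DMSO controls and full agonism = EC100 isoproterenol or metaproterenol; nearly all actives have a fitted effect of over 65% in size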
Target sequence (P07550 whole entry, looked up): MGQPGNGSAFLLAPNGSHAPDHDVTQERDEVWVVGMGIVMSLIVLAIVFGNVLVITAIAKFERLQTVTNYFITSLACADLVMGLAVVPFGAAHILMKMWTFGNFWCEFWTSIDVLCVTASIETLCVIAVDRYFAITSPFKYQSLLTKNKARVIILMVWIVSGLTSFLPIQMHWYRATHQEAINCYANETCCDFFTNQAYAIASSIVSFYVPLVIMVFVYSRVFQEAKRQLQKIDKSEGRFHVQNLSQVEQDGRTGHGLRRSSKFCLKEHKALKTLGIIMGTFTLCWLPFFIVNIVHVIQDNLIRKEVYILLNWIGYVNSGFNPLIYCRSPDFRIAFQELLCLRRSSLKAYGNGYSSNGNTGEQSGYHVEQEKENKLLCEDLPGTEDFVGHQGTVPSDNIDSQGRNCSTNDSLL
TSG101-PTAP inh = blocks PTAP/TSG101 interaction to inhibit HIV-1 budding | Q99816 | Fluorescence polarization, FITC-PTAP peptide / Tsg101 binding | Potency, µM (doses to about 115 µM), for the others: at the highest dose activity change, negative = inhibition, hits mostly inhibitors | 340,000 tested, under 10 active; active = well fitted inhibition curve with a large enough effect in the main read-out, with a control signal flat, not every such curve was filed as active; inconclusive = small, poorly fitted or top-dose-only effect, or effect the other way, or a change in a side signal; inactive = no such curve, though single readings can be large or run the other way; also: potency is read from the fitted curve at half-maximal effect; % of control where 0% means no effect
Target sequence (Q99816 whole entry, looked up): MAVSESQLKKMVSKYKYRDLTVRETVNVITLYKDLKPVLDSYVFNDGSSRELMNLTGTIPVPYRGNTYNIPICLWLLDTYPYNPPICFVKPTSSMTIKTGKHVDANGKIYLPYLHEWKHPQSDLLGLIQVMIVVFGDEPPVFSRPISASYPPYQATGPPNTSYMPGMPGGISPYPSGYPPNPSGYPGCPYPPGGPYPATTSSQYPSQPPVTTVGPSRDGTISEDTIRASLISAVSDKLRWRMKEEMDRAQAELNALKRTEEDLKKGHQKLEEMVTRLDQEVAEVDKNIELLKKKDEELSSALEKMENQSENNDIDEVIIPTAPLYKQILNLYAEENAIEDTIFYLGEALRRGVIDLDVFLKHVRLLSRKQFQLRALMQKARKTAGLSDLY
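Fluorescence anisotropy tracks displacement of a FITC-tagged PTAP peptide (50 nM) from the Tsg101 binding domain (10 uM), following a 20 min room-temperature incubation at pH 7.5.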
CXXC DNA block = MLL CXXC-DNA interaction inhibition. Potency, µM (top dose mostly 115 µM), without a hit: at the highest dose activity change, negative = inhibition, hits mostly inhibitors. hit rate 0.037% among 290,000. MLL-CXXC / FITC-HOXA9 DNA fluorescence polarization. Q03164. AID 2662; active = well fitted inhibition curve with a large enough effect in the polarisation, with a control signal flat, not every such curve was filed as active; inconclusive = small, poorly fitted or top-dose-only effect, or effect the other way, or a change in a side signal; inactive = no such curve, though single readings can be large or run the other way; the % refers to the polarisation; also: potency is read from the fitted curve at half-maximal effect
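Steps: dispense CXXC domain solution (7 uM) → pin compounds or unlabeled HOX-A9 DNA control → 5 min ambient → add FLSN-HOX-A9 solution (50 nM) → spin → 30 min ambient → fluorescence polarization. Tris pH 7.5/NaCl/DTT/BSA buffer.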
TRPV1 ag = activates the human vanilloid receptor TRPV1; hit rate 0.19% among 320,000; TRPV1-expressing cells, Fluo-8 calcium influx, agonist mode; activation, % at 8.33 µM; AID 540275; Q8NER1; in the data active = activation above about 80%; inconclusive = between about 30% and that limit; also: 0% is about no effect
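Fluo-8 calcium influx in TRPV1-expressing cells, kinetic read (ex 480/em 520 nm). Compound added and read 3 min for agonist activity, followed by capsaicin at EC20 final and 2 min further read for enhancement.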
TCR act = T cell receptor activation; Potency, µM (series often up to 9.22 µM), for the others: top-dose activation of IL-2 secretion, actives largely listed as activators; AID 504894; 330,000 tested, under 10 active; primary human leukocytes, anti-CD3, IL-2 HTRF, 48 h; also: % of control where 0% means no effect
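48 hr co-incubation of compounds, a-CD3 beads and primary human leukocytes; IL-2 quantified homogeneously by HTRF with anti-IL-2 K and d2 conjugates.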
Starred values were filed as active, the others as inactive; u = inconclusive; x = no result given; [ ] = remark or other dose. Unless noted, calls follow the shape of the dose curve; as a rule, active = well fitted curve in the direction sought with a large enough effect; inconclusive = small, poorly fitted or top-dose-only effect, or another doubt; inactive = no such curve, though single readings can be large; an effect the other way counts as inactive or inconclusive. This is a random part of the collection (roughly 3.8% active in at least one column).

Molecule,BRCA1 expr act,ELG1 DNA repair,p53 reactivator,AT treatment,a7 integrin act,B2AR arrestin,TSG101-PTAP inh,CXXC DNA block,TRPV1 ag,TCR act
O=C1CCCC2=C1C(c1ccco1)Nc1ccc3ccccc3c12 (stereo not given),-73.7%,-13.7%,u,19.3%,16.1%,0.4%,-5.4%,1.2%,-1.4,0.0%
C/C(=N\O)c1ccc2c3ccccc3n(C)c2c1,u,u,u,6.8%,7.8%,-0.1%,-6.4%,-2.5%,0.1,-1.0%
COC(=O)/C(=N/Nc1ccccc1Cl)Sc1nnc(C(O)c2ccccc2)n1-c1ccccc1 (stereo not given),-9.3%,9.4%,-2.2%,14.4%,3.8%,0.0%,0.4%,24.3%,-7.6,1.9%[46.1 µM]
O=S(=O)(Nc1cccnc1)c1ccc(C2CCCCC2)cc1,-22.2%,0.0%,-2.3%,5.2%,-51.9%[inhibitor],-1.6%,-4.4%,2.7%,u,-4.9%
CCn1c(COc2cc(C)ccc2C(C)C)nnc1SCC(=O)Nc1nccs1,-7.7%,3.6%,-1.4%,1.0%,-0.4%,0.1%,-2.2%,4.6%,1.1,17.8%
COc1cccc(-c2cc(C(=O)Nc3ccccc3SC)no2)c1,u,u,u,5.8%,19.7%,-0.4%,-1.8%,8.3%,1.8,-2.4%
CCC(=O)Nc1nonc1-c1nc2ccccc2n1N(C(=O)CC)C(=O)CC,-9.6%,0.4%,1.2%,8.7%,0.6%,8.3%,3.7%,38.4%[activator],9.9,-5.5%
CCOC(=O)c1nc(NCc2ccccc2)c2ccccc2n1,-0.4%,-7.6%,-0.7%,5.8%,-0.3%,0.6%,-2.1%,1.9%,9.0,7.7%
CCN(NC(=O)C(O)(c1ccc(F)cc1)c1ccc(F)cc1)C(=O)c1ccccc1,-24.6%,1.7%,-6.1%,-2.3%,-1.0%,2.8%,-0.1%,-6.9%,-2.2,-0.2%[46.1 µM]
O=C1N2CN(C(c3ccccc3)c3ccccc3)CN=C2SC1(CO)CO,16.8%,-16.6%,-7.3%,1.2%,19.4%,-0.1%,-1.6%,-0.9%,7.2,x
Cc1ccc(CNC(=O)C2CCC(=O)N2C2CCCCC2)cc1 (stereo not given),14.7%,-3.2%,1.3%,6.9%,9.2%,-0.4%,-0.1%,-4.4%,0.8,x
O=C(Nc1ccccc1)c1ccc(NC2CCCCC2)c(S(=O)(=O)N2CCOCC2)c1,-28.6%,14.6µM*,-1.5%,x,-26.9%[7.66 µM],0.3%,0.1%,9.1%,86.5*,4.9%
COc1ccc(N2C(=O)CC(NCc3cccc(F)c3)C2=O)cc1 (stereo not given),-9.4%,1.8%,7.1%,9.7%,30.6%,-1.2%,-3.7%,-9.7%,3.6,-4.4%
CCSc1nnc(NC(=O)CN2C(=O)N(C)C3(CCCCC3)C2=O)s1,4.1%,-7.9%,4.3%,0.1%,13.4%,-0.2%,-0.9%,x,-0.9,7.8%
Cc1ccc(C(c2sc3nc(C)nn3c2O)N2CCN(c3ccccc3)CC2)cc1 (stereo not given),0.0%,-9.8%,1.1%,-2.5%,-10.7%,0.1%,-1.3%,-4.2%,-3.0,-2.2%
COc1ccc(-n2ccc(=O)c(C(=O)O)n2)c(OC)c1,-26.2%,-1.6%,-0.1%,-8.1%,9.5%,0.0%,-6.9%,-3.5%,-5.2,6.6%
CSc1ccc(/C=C(\C(=O)O)c2ccc(S(=O)(=O)N3CCCCC3)s2)cc1,38.1%,1.7%,4.6%,-1.1%,10.4%,-0.4%,-7.5%,-3.9%,-3.9,6.3%[46.1 µM]
COc1ccc(-n2c(SC3CCOC3=O)nc3ccccc3c2=O)cc1OC (stereo not given),1.6%,17.7%,-1.3%,u,21.6%,0.5%,-4.0%,22.5%,-0.5,x
C=CCn1c(COc2ccc(Cl)cc2)nnc1SCC(=O)N/N=C/c1ccccc1,-3.5%,-0.9%,4.5%,11.1%,4.6%,-1.0%,-3.1%,-5.9%,x,-3.5%
CC1=CC=CN2C1=NC(=O)CC2(C)C(=O)N(CC(=O)NC1CCCC1)c1ccccc1C (stereo not given),-5.7%,-22.4%,-0.5%,2.5%,22.6%,0.1%,3.0%,-6.2%,1.9,-2.7%
CCN(c1ccccc1)S(=O)(=O)c1cccc(C(=O)OCC(=O)Nc2ccc(NC(C)=O)cc2)c1,-12.7%,-16.7%,6.8%,1.1%,-5.8%,0.2%,-4.7%,x,x,4.5%
O=C(COc1cccnc1[N+](=O)[O-])Nc1cc(Cl)ccc1Cl,11.2µM*,u,u,-9.6%,0.3%,-0.1%,-0.7%,x,x,-1.4%[46.1 µM]
c1cc2cc(-c3c(-c4ccc5c(c4)OCO5)noc3-c3ccsc3)ccc2[nH]1,4.0%,u,16.8%,5.9%,14.7%,0.2%,x,10.7%,3.5,4.0%
COc1ccccc1N1CCN(S(=O)(=O)CCNC(=O)C23CC4CC(CC(C4)C2)C3)CC1,-34.2%,u,0.9%,-3.0%,-3.5%,0.0%,-2.1%,-0.3%,0.9,3.4%
O=C(CSc1nc2ccccc2s1)NC1CCS(=O)(=O)C1 (stereo not given),-1.7%,5.3%,3.2%,1.3%,7.2%,3.0%,-4.4%,-1.7%,0.1,13.4%

Molecule,BRCA1 expr act,ELG1 DNA repair,p53 reactivator,AT treatment,a7 integrin act,B2AR arrestin,TSG101-PTAP inh,CXXC DNA block,TRPV1 ag,TCR act
COc1ccccc1CNC(=O)c1ccc(OC(F)F)c(OC)c1,-1.6%,-8.0%,3.6%,2.3%,10.3%,0.1%,-0.2%,2.1%,-3.4,2.4%[46.1 µM]
COc1ccccc1CNC(=S)NC1CCCCC1,-18.6%,-14.3%,4.5%,-1.8%,28.5%,0.0%,-1.9%,-10.5%,u,-5.2%
Cc1ccc(NCC(=O)N/N=C/c2c[nH]c3ccccc23)cc1,-34.8%,-5.3%,1.0%,6.0%,-1.4%,0.3%,-1.9%,-9.1%,-0.8,6.3%
Cc1nc(NCC2CCCO2)c2nnn(Cc3ccccc3Cl)c2n1 (stereo not given),11.9%,-10.8%,0.6%,15.9%,-1.2%,0.4%,-1.3%,-4.8%,3.5,0.0%
COc1ccc(OC)c2c(C)cc(N3CCN(C(=O)c4ccc(F)cc4)CC3)nc12,-14.5%,x,x,x,6.0%,x,-6.5%,2.0%,3.8,-5.6%
CC(=O)Nc1ccc(C(=O)OCc2ccccc2Cl)cc1,73.8%,u,-27.0%,5.7%,-9.3%,-0.2%,-8.3%,7.2%,7.4,0.2%[46.1 µM]
O=C(Nc1cc([N+](=O)[O-])ccc1F)c1ccc2ccccc2c1,-7.4%,7.0%,x,6.0%,-5.4%,-0.2%,-4.1%,-7.1%,23.8,x
CCOc1ccc(NC(=O)C2CCCN(C(=O)Nc3ccccc3)C2)cc1 (stereo not given),-18.7%,-5.3%,-6.6%,x,2.1%,-0.5%,-6.9%,1.8%,1.9,-4.9%[46.1 µM]
O=C(NCc1cccnc1)c1ccc2c(c1)C(=O)N(Cc1ccccc1)C2=O,-11.1%,0.5%,-4.6%,22.2%,2.9%,0.1%,-6.0%,9.1%,13.2,-37.7%
CCC(=O)N1CCN=C1SCc1cccc(F)c1,2.6%,1.1%,4.4%,8.8%,17.5%,-0.3%,5.5%,31.8%[activator],0.8,2.2%
CNC(=O)CSCc1c(F)cccc1Cl,6.7%,17.7%,8.7%,-3.0%,-22.5%,-1.0%,-2.8%,1.5%,-1.0,-3.3%[46.1 µM]
CC(C)C[C@H](NC(=O)OC(C)(C)C)c1nnc(SCC(=O)Nc2ccc(Br)cc2)o1,-8.2%,u,-3.0%,-9.3%,-15.5%,0.4%,-1.0%,0.3%,12.8,0.4%
CC(C)Cc1cc(C(=O)N2CCCC(CO)(Cc3ccc(F)cc3F)C2)n[nH]1 (stereo not given),1.2%,-1.1%,2.1%,7.2%,-20.6%,-0.5%,-7.1%,-0.7%,11.9,5.5%
N#Cc1ccc(-c2cccnc2)nc1SCc1ccc(Cl)c(Cl)c1,-18.7%,-23.4%,-6.3%,-0.5%,17.2%,0.0%,-8.7%,5.9%,u,4.3%[46.1 µM]
COc1ccc(C(=O)NCC(=O)n2nc(C)cc2C)cc1OC,-4.3%,4.8%,4.8%,2.5%,-16.3%,0.2%,-0.3%,-6.7%,3.2,3.4%
CCCS(=O)(=O)NCc1cn2cccc(C)c2n1,20.3%,10.6%,10.1%,-2.2%,28.1%,-0.4%,-4.5%,-4.7%,1.8,1.0%[46.1 µM]
Cc1ccc(NC(=O)CN(C)C2CCCCC2)cc1Cl,14.1%,-12.4%,-10.5%,u,-3.1%,0.0%,0.8%,-2.3%,-2.3,-5.5%
O=C(NC1CC1)c1cc(=S)[nH]c2ccccc12,-14.6%,u,1.2%,3.5%,-12.4%,0.4%,0.0%,x,x,3.7%[46.1 µM]
